# From PubChem BioAssay
# Cav32 inh: inhibitors of human Cav3.2 T-type calcium channel | B-score at 10 µM | Cav3.2-expressing cells, Fluo-4 calcium fluorescence FDSS; stronger effect = lower value | O95180 | hit rate 4% among 100,000 | AID 449739;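 active = single-dose well whose peak fluorescence ratio is a statistical outlier from its plate by either plate-standardised score or position-corrected B-score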
# * marks the source's active call; other numbers are inactive results. An excerpt, so the mix of outcomes need not match the whole.
SMILES,Cav32 inh
Cc1[nH]n2c(=O)c3c(nc2c1-c1ccc(Cl)cc1)CCC3,0.25
Cn1c(=O)[nH]c(=O)c2c1nc1n2CCN1Cc1ccccc1,-0.0032
O=S(=O)(NCC(c1cccnc1)N1CCN(c2ccccc2)CC1)c1cccs1 (stereo unspecified),-0.0064
N#Cc1c[nH]n2c(=O)cc(Cc3ccccc3)nc12,-0.00033
CC(C)C(NC(=O)CN1C(=O)c2ccccc2S1(=O)=O)C(C)C,0.86
c1ccc(-c2nc(NC3CC3)nc(-n3ccnc3)n2)cc1,0.035
CC1Cc2ccccc2N1C(=O)CN1CCC(n2nnc3cc(C(F)(F)F)ccc32)CC1 (stereo unspecified),-9.5*
CCC(C)NC(=O)c1ccccc1NC(=O)c1ccccc1N(C)S(C)(=O)=O (stereo unspecified),-0.11
Cc1ccc2c(CN3CCN(CCO)CC3)cc(=O)oc2c1,-0.57
Cc1ccc(N(CC(=O)Nc2ccccc2-c2ccccc2)S(=O)(=O)c2ccccc2)cc1,-2.2
Cc1csc(NC(=O)CSc2nncn2C)n1,-0.077
S=C(c1ccc[nH]1)N1CCOCC1,0.63
O=C(CN1C(=O)c2cccc3cccc1c23)Nc1ccc(S(=O)(=O)Nc2nccs2)cc1,0.18
COc1ccc(C(C)=O)cc1CSCCC#N,0.8
COc1ccc(CCNC2=C(Cl)C(=O)N(CCc3ccccc3)C2=O)cc1OC,-0.13
Cc1ccc(C(=O)Nc2cc(Cl)ccc2N2CCCCC2)s1,-2.3
COc1ccc(-c2nc3c(c(=O)n(C)c(=O)n3C)n2CC2CC(c3ccccc3)=NO2)cc1OC (stereo unspecified),3.4*
O=C(CCC(=O)N(c1ccccc1)C(C(=O)NC1CCCC1)c1ccncc1)Nc1cccnc1 (stereo unspecified),-0.46
Clc1ccc(Sc2cnc3ccccc3n2)cc1,-0.11
Cc1nc2ccccc2nc1CSc1nnc(N)s1,0.038
CCOC(=O)N/N=C\c1ccc([N+](=O)[O-])o1,0.7
c1ccc(OCCOc2ccccc2-c2nnco2)cc1,0.092
COc1ccc(C(=O)N2CCN(Cc3ccccc3C)CC2)cc1OC,0.31
CCCc1ncc(C(O)c2cccc(OC)c2OC)n1C (stereo unspecified),-0.33
Cn1nnc2cc(C(=O)N3CCSCC3)ccc21,0.28
CC(C)Sc1nc(C(F)(F)F)cc(=O)n1-c1ccccc1,-0.95
COn1c(SC(C)C)nc2ccccc2c1=O,-0.73
C=CCNC(=O)c1ccc(-c2nc(-c3ccccc3)cs2)cc1,-0.16
Cn1c(=O)c2c(nc(SCCN3CCCCC3)n2Cc2ccc(Cl)cc2)n(C)c1=O,-0.07
Cc1nc2sc(C(c3ccc(Cl)cc3)N3CCN(C(=O)c4ccco4)CC3)c(O)n2n1 (stereo unspecified),-0.83
Cc1cc(C)cc(NC(=O)CSc2nnc(-c3ccc(S(=O)(=O)N4CCCC4)cc3)o2)c1,1.8
Cc1cc(Cl)c(S(=O)(=O)N2CCCCCC2)cc1OCC(N)=O,0.055
CCOC(=O)N1CCC(N2Cc3cccc(C(=O)O)c3C2=O)CC1,0.69
c1ccc2c(c1)ncn2CCOCCOCCn1cnc2ccccc21,-0.14
CCc1nnc(NC(=O)CSc2ncnc3c2cnn3-c2ccc(OC)cc2)s1,0.28
CCCCCC(=O)N(O)C1CC(=O)N(c2ccccc2)C1=O (stereo unspecified),-0.044
COc1cc(NC(=O)CCN2CCN(c3ccccc3F)CC2)cc(OC)c1,-0.37
CSc1nc2ccc(NC(=O)C3CCCO3)cc2s1 (stereo unspecified),-0.094
Cn1c(=O)n(C)c2cc(C(N)=O)ccc21,0.016
CC(C)N1C(=O)CCC1C(=O)NCCc1ccccc1 (stereo unspecified),-0.99
Cc1ccc(CNn2cnnc2SCC(=O)NC(C)(C)C)cc1,1.2
COc1cc(C(=O)OCC(=O)NCc2ccccc2)cc(NC(=O)c2ccco2)c1OC,-0.62
NC(=O)CSc1ncnc2c1oc1ccccc12,0.79
CCOC(=O)c1c(-c2ccccc2)oc2ccc(O)c(CN(C)C)c12,0.87
CCOC(=O)CCc1cnccc1-c1cccc(OC)c1O,-0.18
CC1=C(/C=C/C(C)=C/C=C/C(C)=C/CO)C(C)(C)CCC1,0.57
O=C(O)c1ccc(-n2nnnc2SCc2ccccc2)cc1,-0.86
CC(=O)c1cn(CC(=O)NCc2ccco2)c2ccccc12,0.7
CCSc1nnc(NC(=O)CSc2nccn2-c2cccc(C)c2)s1,-2
CCC1CCCCN1CCCNC(=O)C1CCN(S(=O)(=O)N2CCCCC2)CC1 (stereo unspecified),-0.45
COc1ccc(N2C(=O)C3C4c5ccccc5C(C=Nc5ccc(C)cc5C)(c5ccccc54)C3C2=O)cc1 (stereo unspecified),-2.4
CSc1nsc(SC)c1NC(=O)N1CCCC1,-1.5
COc1ccc(C2C(C(=O)N3CC(C)CC(C)C3)c3ccccc3C(=O)N2C)cc1 (stereo unspecified),0.2
Cc1ccc(N2C(=O)C(CN(C)C)C2c2ccccc2)cc1 (stereo unspecified),0.7
Cc1ccc(-n2nc(C)c3c(C)cc(=O)[nH]c32)cc1,-0.083
C#CCOCCOCCOCCNc1nc(N2CCOCC2)nc(N2CCN(C(=O)[C@H](CCCCN)n3cc([C@@H](N)C(C)CC)nn3)CC2)n1 (stereo partly specified),0.095
CCOC(=O)c1c(C)n(OC)c2ccc3c(no[n+]3[O-])c12,-0.053
CCc1nnc(NC(=O)CSc2ncc(-c3ccccc3)n2CC)s1,-1
O=C(Cn1c2c(c(-c3ccccc3)cc1=O)CCCC2)N1CCCCCC1,-1.3
COCCn1c(SCC(=O)N2CCCC2)nnc1-c1ccoc1C,-0.055
# Further results follow:
SMILES,Cav32 inh
O=C(Nc1ccc(O)cc1C(=O)O)c1cccc(Br)c1,-0.55
Clc1ccc(C2=Nn3c(nnc3-c3n[nH]c4c3CCC4)SC2)cc1,-2.7
CCCCCCOC(=O)/C=C/c1c(C)[nH]c(=O)[nH]c1=O,-0.15
Cn1c(C(O)c2ccc3c(c2)OCO3)nc2ccccc21 (stereo unspecified),0.01
COC(=O)c1c(C(=O)OC)c2oc3ccccc3n2c1Cl,0.55
COC(=O)CCCC[C@@H]1SC[C@@H](NC(=O)OC)[C@@H]1NC(=O)OC,0.74
O=C(O)CCCCCCCCCCCc1ccccc1,-1.9
CN(Cc1ccccc1)C(=O)Nc1ccccc1,0.18
CC1CCC2(CC1)NC(=S)N(c1ccccc1)N2 (stereo unspecified),0.57
CCOc1ccc(NC2CCN(C(C)=O)CC2)cc1,1.3
Cc1ccc(S(=O)(=O)N2CCCC(C(=O)Nc3ccc(NC(=O)c4ccccn4)cc3)C2)cc1 (stereo unspecified),-0.033
Cc1ccccc1OC(C)C(=O)NC1CCCC1 (stereo unspecified),0.027
CC1Cc2ccccc2N1C(=O)CCS(=O)(=O)c1cccc2nonc12 (stereo unspecified),2
Clc1ccccc1C(c1ccccc1)(c1ccccc1)n1ccnc1,-3.2
CCOC(=O)c1c(C(F)(F)F)nc2ncccn12,0.5

# Pulled by structure from above (4):
SMILES,Cav32 inh
COC(=O)CCCC[C@@H]1SC[C@@H](NC(=O)OC)[C@@H]1NC(=O)OC,0.74
O=C(O)CCCCCCCCCCCc1ccccc1,-1.9
Clc1ccc(C2=Nn3c(nnc3-c3n[nH]c4c3CCC4)SC2)cc1,-2.7
COC(=O)c1c(C(=O)OC)c2oc3ccccc3n2c1Cl,0.55

# Further records
SMILES,Cav32 inh
CCOC(=O)c1c(N)sc(C(C)=O)c1C,0.22
O=C(CCN1C(=O)COc2ccccc21)NCCCN1CCc2ccccc2C1,1
O=C(O)CCc1ccc(-c2ccc(Br)cc2)o1,-0.06
Cc1cccc(NC(=O)/C(=C\c2cccs2)NC(=O)c2ccccc2)c1,-0.48
COC(=O)Cc1n[nH]c(=S)[nH]c1=O,0.47
COc1ccccc1C(=O)N1CCN(S(=O)(=O)Cc2ccccc2)CC1,0.37
CN1C(=O)CSc2ccc(NC(=O)NCCC3=CCCCC3)cc21,-0.016
COc1cccc(SCc2noc(C(=O)NCCCN3CCOCC3)c2C(=O)NCCCN2CCOCC2)c1,0.44
COc1ccc(N2CCN(S(=O)(=O)c3ccc(Br)s3)CC2)cc1,0.8
CCN(CC)CCCN1C(=O)C(=O)/C(=C(/O)c2ccccc2)C1c1cc(OC)ccc1OC (stereo unspecified),0.63
O=P(O)(CP(=O)(c1ccccc1)c1ccccc1)c1ccccc1O,0.27
COc1ccc(C(=O)N2CCCC(C(=O)N3CCCCCC3)C2)cc1 (stereo unspecified),0.6
CC1(C)CC(=O)C2=C(C1)OC(=O)C2(NC(=O)c1cccs1)C(F)(F)F (stereo unspecified),-2.5
CCCC(=O)c1c[nH]c(C(=O)NCCCN2CCOCC2)c1,-0.071
Cc1ccc(N2C(=S)N=C(Nc3ccccc3C)C23CCOC(C)(C)C3)cc1 (stereo unspecified),-6.1*

# Seven compounds from above, sorted by the value under Cav32 inh, rising:
SMILES	Cav32 inh
Cc1ccc(N2C(=S)N=C(Nc3ccccc3C)C23CCOC(C)(C)C3)cc1 (stereo unspecified)	-6.1*
CCCC(=O)c1c[nH]c(C(=O)NCCCN2CCOCC2)c1	-0.071
CN1C(=O)CSc2ccc(NC(=O)NCCC3=CCCCC3)cc21	-0.016
COc1ccccc1C(=O)N1CCN(S(=O)(=O)Cc2ccccc2)CC1	0.37
COc1cccc(SCc2noc(C(=O)NCCCN3CCOCC3)c2C(=O)NCCCN2CCOCC2)c1	0.44
COc1ccc(C(=O)N2CCCC(C(=O)N3CCCCCC3)C2)cc1 (stereo unspecified)	0.6
O=C(CCN1C(=O)COc2ccccc21)NCCCN1CCc2ccccc2C1	1

# The results go on:
SMILES,Cav32 inh
CC(C)(C)c1ccc(-c2nc(C#N)c(NCc3ccncc3)o2)cc1,-1.1
Cc1ccccc1NC(=O)c1ccccc1O,-2.8
CCCCc1ccc(NC(=O)N[C@H](C(=O)O)C(C)C)cc1,0.36
Cc1cc(C)c2cc(CN(CCO)Cc3nnnn3Cc3ccc(F)cc3)c(=O)[nH]c2c1,-0.67
O=C(O)c1cccc(NS(=O)(=O)c2ccc3nnn(O)c3c2)c1,0.015
COc1ccc(C(=O)NC(=O)N2CCCCC2)cc1,-0.19
O=C1CC(SC(=NCc2ccc3c(c2)OCO3)Nc2ccccc2)C(=O)N1c1ccccc1 (stereo unspecified),0.052
CC(=O)c1c(O)cc(O)cc1CC(=O)O,0.08
COc1ccc2[nH]cc(C(=O)N3CCCCC3)c(=O)c2c1,-0.091
CSc1n[nH]c(NCc2ccccc2)n1,0.86
Cc1nc2ccccn2c1C(=O)NCCCN1CCOCC1,0.076
COc1ccc(NC(=O)CN(C)S(=O)(=O)c2ccc3c(c2)OCCO3)c2ncccc12,-0.21
CC1CCCC(C)N1CCCNC(=O)Cn1cc2c(n1)CCCC2 (stereo unspecified),-0.31
COc1ccc(NC(=O)CN(C)S(=O)(=O)c2ccc(Cl)cc2)cc1Cl,-0.08
CCOc1ccc2nc(SCC(=O)c3cccs3)sc2c1,0.004
Cn1c(=O)c(NC(=O)c2ccccc2)c2n(c1=S)CCCCC2,1.1
COc1cc(NC(=O)CSc2ncnc3c2cnn3Cc2ccccc2)cc(OC)c1,-0.98
C/C=C/CSc1nc2c(c(=O)[nH]c(=O)n2C)n1C(C)C,-0.0034
Cc1cc(C)c(S(=O)(=O)NCCn2ccc3ccccc32)c(C)c1,-0.35
CCCc1nc(N)c(C#N)c(-c2cccnc2)c1CC,1.2
O=C(Nc1ccc(S(=O)(=O)N2CCCCC2)cc1)c1ccncc1,1.4
COc1cccc(S(=O)(=O)N2CCOCC2)c1,0.39
Cc1sc2ncnc(SCC(=O)NNC(=O)COc3cccc4ccccc34)c2c1C,-2.8
O=C(CSc1ccc(Cl)cc1)N1CCN(c2c(Cl)cccc2[N+](=O)[O-])CC1,-2.9
O=C(c1ccc(F)cc1)C1CCN(C(=O)NCc2ccccc2)CC1,-0.049
Cn1cc(CC(=O)N2CCN(c3ccccc3F)CC2)c2ccccc21,-0.47
CCOC(=O)c1cc(NC(=O)c2cccnc2)cc(C(=O)OCC)c1,-1.6
CSc1nc2ccccc2s1,-1.4
COc1ccc(C(=O)NCC(C)CN(C)C)cc1 (stereo unspecified),0.31
CCn1c(C)nc2cc(S(=O)(=O)N3CCCC3)ccc21,-0.26

# A draw from above in order of heavy-atom count, falling:
SMILES,Cav32 inh
O=C(CSc1ccc(Cl)cc1)N1CCN(c2c(Cl)cccc2[N+](=O)[O-])CC1,-2.9
Cn1cc(CC(=O)N2CCN(c3ccccc3F)CC2)c2ccccc21,-0.47
O=C(c1ccc(F)cc1)C1CCN(C(=O)NCc2ccccc2)CC1,-0.049
CSc1nc2ccccc2s1,-1.4

# Going on with the list:
SMILES,Cav32 inh
O=C(CN(c1ccccc1F)S(=O)(=O)c1ccccc1)N1CCCCCC1,1
O=C1c2ccccc2COc2ccc(O)cc21,0.14
Cc1cc2c(c(N3CCOCC3)n1)C(=O)OC2,0.74
Cc1ccc(OCC(=O)Nc2cccc3c2CCCC3)cc1C,-1.4
O=C(c1cn(-c2ccccc2)nc1-c1cccs1)N1CCN(c2ccccn2)CC1,-6.2*
Cc1ccc(-c2csc(NC(=O)c3ccc(-c4ccccc4)cc3)n2)o1,-2.8
CCOC(=O)N1CCC(C(=O)Nc2ccc(OCC)cc2)CC1,0.53
O=Cc1ccc2noc(-c3ccc(Cl)cc3)c2c1,0.34
O=C(Nc1cccc(NC(=O)N2CCN(c3ccccc3)CC2)c1)N1CCN(c2ccccc2)CC1,-6.9*
CCc1ccc(C(=O)CSc2ncn[nH]2)cc1,-0.38
COc1ccc(-c2nnc3sc(-c4cccs4)nn23)cc1OC,1.6
COC(=O)c1ccccc1NS(=O)(=O)c1ccc(F)cc1,-0.82
O=C(NC1CCCCC1)C(c1ccc2ncccc2c1)N(Cc1ccc2c(c1)OCO2)C(=O)c1cccs1 (stereo unspecified),-2.1
COCc1cc(=O)n2[nH]c(-c3ccsc3-n3c(C)ccc3C)cc2n1,1.1
O=C(CCCCCN1C(=O)CCC1=O)Nc1ccc2c(c1)OCCO2,0.16
Cc1cc(/C=N/NC(=O)C(=O)N2CCCC2)c(C)n1-c1cccc(Br)c1,-3.2
CCSc1cc(C2C(C(=O)OC)=C(C)NC3=C2C(=O)CCC3)c(C)o1 (stereo unspecified),-0.29
COc1ccc(C2=Nn3c(nnc3-c3ccccn3)SC2)cc1,-3.4
